LGR2 inh: inhibitors of bursicon-induced Drosophila LGR2 receptor cAMP signaling; HEK293 LGR2, CRE-luciferase, bursicon-stimulated, 4 h; inhibition, % at 9.99 µM; 380,000 tested, 0.35% active;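 active = drop in luminescence signal, shown as inhibition above about 50% in the replicate tests, limit read from the data, passing the limit was not always enough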;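 also: agonist challenge used bursicon conditioned medium at about half maximal strength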
S100A4 inh HTS: inhibitors of human S100A4 binding to myosin IIA peptide. inhibition, % at 10.7 µM. AID 652163. 360,000 tested, 0.14% active. S100A4/TAMRA-MyoIIA peptide fluorescence polarization. P26447;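 active = mean inhibition of at least 70% across replicates, with every replicate also reaching that level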
Target sequence (P26447 whole entry, looked up): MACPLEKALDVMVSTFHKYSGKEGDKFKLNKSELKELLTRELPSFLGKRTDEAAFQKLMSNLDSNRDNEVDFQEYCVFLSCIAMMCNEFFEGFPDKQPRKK
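Test system: S100A4 monomer protein. Medium: HEPES buffer with Ca2+, pH 7.2. Reagent: fluorescent myosin IIA peptide, 5 nM. Compound dosing: single-point compound testing. Timing: 5 min between mix addition and reading. Benchmarks: DMSO neutral and TFP positive wells.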
PGC1a acetyl inh: modulators of PGC1a acetylation; U2OS PGC1a acetylation, AlphaScreen anti-acetyl-lysine; with virally co-expressed GCN5 acetyltransferase; inhibition, % at 15.6 µM; 350,000 tested, 0.17% active; AID 651687;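 active = every replicate shows inhibition of at least 40%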;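 also: 0% = neutral control wells and 100% = positive control wells; some results beyond the cut were filed as inactive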
FN deposit inh: fibronectin deposition inhibition. 350,000 tested, 0.086% active. AH1F fibroblasts, Alexa488-fibronectin deposition fluorescence, overnight. inhibition, % at 12.6 µM. AID 743247;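 active = mean inhibition across replicates of 30% or more, regardless of how many single replicates reach that level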;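 also: positive control wells lacked labelled fibronectin entirely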
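material = AH1F fibroblast monolayer depositing Alexa488-labelled fibronectin into matrix | amount = 10000 AH1F cells/well | buffer or medium = DMEM plus 2% serum, read in PBS | incubation = 1 h cell adhesion before compound, then overnight fibronectin incubation | detection = fluorescence at 485 nm excitation, 525 nm emission | evaluation = percent inhibition as loss of matrix-bound fibronectin fluorescence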
PAX8 reporter: lowers PAX8-driven luciferase in RMG-I cells. RMG-I TPO-luciferase reporter, SteadyGlo, 24 h. inhibition, % at 12.6 µM. 360,000 tested, 1.2% active;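 active = mean replicate inhibition at least 60% with every replicate also reaching 60%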;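 also: luciferase light reporting Pax8 driven TPO promoter activity; plate controls were median of neutral control wells for no effect and mitoxantrone controls for full effect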
ERAP1 HTS inh: ERAP1 (human) enzyme inhibition; AID 652197; 340,000 tested, 0.15% active; inhibition, % at 10.7 µM; recombinant ERAP1, Leu-AMC fluorescence, 60 min;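 active = mean replicate inhibition of at least 30%, or all replicates individually reaching that 30% level; inactive = mean below 30% and not every replicate reaching it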;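 also: 0% = neutral control wells and 100% = L-leucinethiol positive control wells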
Target sequence (Q9NZ08 whole entry, looked up): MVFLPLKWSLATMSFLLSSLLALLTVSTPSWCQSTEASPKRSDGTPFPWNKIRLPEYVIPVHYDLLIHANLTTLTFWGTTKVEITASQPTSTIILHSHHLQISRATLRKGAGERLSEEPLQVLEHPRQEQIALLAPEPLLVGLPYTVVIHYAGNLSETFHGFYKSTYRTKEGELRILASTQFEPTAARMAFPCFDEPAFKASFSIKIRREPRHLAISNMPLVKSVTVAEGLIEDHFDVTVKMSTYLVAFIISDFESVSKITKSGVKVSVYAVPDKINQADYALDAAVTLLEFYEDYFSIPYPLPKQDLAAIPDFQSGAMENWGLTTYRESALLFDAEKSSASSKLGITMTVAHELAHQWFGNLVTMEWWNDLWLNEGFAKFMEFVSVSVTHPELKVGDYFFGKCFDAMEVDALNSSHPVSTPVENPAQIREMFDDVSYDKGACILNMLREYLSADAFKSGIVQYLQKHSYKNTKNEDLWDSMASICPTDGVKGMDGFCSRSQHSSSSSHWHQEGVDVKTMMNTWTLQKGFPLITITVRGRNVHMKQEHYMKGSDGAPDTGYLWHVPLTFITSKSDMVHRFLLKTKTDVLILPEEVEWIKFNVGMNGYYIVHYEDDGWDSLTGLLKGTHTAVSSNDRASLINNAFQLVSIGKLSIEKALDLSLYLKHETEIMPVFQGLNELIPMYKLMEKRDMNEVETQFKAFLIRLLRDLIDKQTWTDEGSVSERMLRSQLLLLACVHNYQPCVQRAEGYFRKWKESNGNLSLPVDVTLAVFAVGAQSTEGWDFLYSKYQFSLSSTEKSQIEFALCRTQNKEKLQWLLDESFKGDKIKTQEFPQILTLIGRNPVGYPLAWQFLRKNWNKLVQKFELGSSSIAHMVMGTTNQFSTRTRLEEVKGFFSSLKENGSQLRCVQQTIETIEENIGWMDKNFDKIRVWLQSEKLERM
EWS-Fli block: EWS/Fli transcriptional activity inhibition; A673 NR0B1-luciferase reporter, viability-normalised; inhibition, % at 12.6 µM; 350,000 tested, 0.67% active; AID 651661;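 active = mean inhibition of at least 50% after viability correction, with every replicate also passing that limit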;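 also: firefly luciferase signal divided by Alamar Blue viability fluorescence both relative to DMSO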
PglD inh: blocks C. jejuni PglD acetyltransferase activity | purified PglD enzyme, DTNB colorimetric CoA detection | inhibition, % at 12.5 µM | 360,000 tested, 0.098% active | AID 602405; in the data active = inhibition above about 16%, passing the limit was not always enough; also: strong numbers were not always called active
The depositor's hits bear a star; x = no result given; & = joins results of further samples. Random draw from the library; any-hit rate near 2.1%.

The opening 9 records as a preview:
SMILES | LGR2 inh | S100A4 inh HTS | PGC1a acetyl inh | FN deposit inh | PAX8 reporter | ERAP1 HTS inh | EWS-Fli block | PglD inh
Cc1cc(NC(=S)N(Cc2cccc(Br)c2)CC2CCC(C(=O)O)CC2)ccc1Cl (stereo not given) | 7 | -58 | x | -10 | 12 | x | 4 | x
Cc1nc2ccc(C(=O)N3CCN(c4ccccc4)CC3)cc2s1 | x | x | 0 | -1 | -24 | x | x | -2
CO[C@@H]1CN(C)C(=O)c2ccc(NC(=O)Nc3ccccc3F)cc2OC[C@@H](C)N(C(C)=O)C[C@H]1C | -20 | -4 | 1 | x | -32 | -2 | x | x
ClCCN1C2=NCCCN2c2ccccc21 | -21 | 10 | x | -6 | -13 | -6 | 16 | x
O=C(NCc1ccccc1)C12CC3CC(CC(Cl)(C3)C1)C2 | -5 | -10 | -8 | 4 | -2 | x | -14 | -3
CCOc1cc(/C=N/NC(=O)CNc2cccc(C)c2)ccc1OC(=O)c1ccccc1 | -22 | 0 | x | x | x | 2 | x | 0
Cc1c(-c2nc(-c3ccc(C(F)(F)F)cc3)no2)n(C)oc1=O | -45 | -9 | -3 | -2 | -87 | x | -9 | 2
CC(C)NC(=O)N(C)C[C@H]1Oc2c(NC(=O)Nc3ccc(C(F)(F)F)cc3)cccc2C(=O)N([C@@H](C)CO)C[C@@H]1C | -5 | 5 | 1 | x | 4 | 1 | -3 | 3
Cc1cc(NC(=O)CSCC(=O)N(c2cccc(Cl)c2)C(C(=O)NC2CCCCC2)c2ccc(O)c(O)c2)no1 (stereo not given) | -11 | x | -12 | 0 | 18 | x | x | 0

This part in full, from the first entry:
SMILES | LGR2 inh | S100A4 inh HTS | PGC1a acetyl inh | FN deposit inh | PAX8 reporter | ERAP1 HTS inh | EWS-Fli block | PglD inh
Cc1cc(NC(=S)N(Cc2cccc(Br)c2)CC2CCC(C(=O)O)CC2)ccc1Cl (stereo not given) | 7 | -58 | x | -10 | 12 | x | 4 | x
Cc1nc2ccc(C(=O)N3CCN(c4ccccc4)CC3)cc2s1 | x | x | 0 | -1 | -24 | x | x | -2
CO[C@@H]1CN(C)C(=O)c2ccc(NC(=O)Nc3ccccc3F)cc2OC[C@@H](C)N(C(C)=O)C[C@H]1C | -20 | -4 | 1 | x | -32 | -2 | x | x
ClCCN1C2=NCCCN2c2ccccc21 | -21 | 10 | x | -6 | -13 | -6 | 16 | x
O=C(NCc1ccccc1)C12CC3CC(CC(Cl)(C3)C1)C2 | -5 | -10 | -8 | 4 | -2 | x | -14 | -3
CCOc1cc(/C=N/NC(=O)CNc2cccc(C)c2)ccc1OC(=O)c1ccccc1 | -22 | 0 | x | x | x | 2 | x | 0
Cc1c(-c2nc(-c3ccc(C(F)(F)F)cc3)no2)n(C)oc1=O | -45 | -9 | -3 | -2 | -87 | x | -9 | 2
CC(C)NC(=O)N(C)C[C@H]1Oc2c(NC(=O)Nc3ccc(C(F)(F)F)cc3)cccc2C(=O)N([C@@H](C)CO)C[C@@H]1C | -5 | 5 | 1 | x | 4 | 1 | -3 | 3
Cc1cc(NC(=O)CSCC(=O)N(c2cccc(Cl)c2)C(C(=O)NC2CCCCC2)c2ccc(O)c(O)c2)no1 (stereo not given) | -11 | x | -12 | 0 | 18 | x | x | 0
O=C(O)c1ccccc1-c1ccc(/C=C2\SC(=O)N(c3ccccc3)C2=O)o1 | -21 | -4 | 3 | -1 | -159 | -1 | -59 | -1
COc1ccc(-c2sc(Nc3cccc4ccccc34)n[n+]2C)c(C)c1C | x | -1 | 7 | 4 | 15 | 1 | -12 | 1
CCOC(=O)C1(Cc2ccc(OC)cc2)CCN(C(=O)C2CC(=O)N(C3CC3)C2)CC1 (stereo not given) | -5 | 6 | -4 | 6 | -19 | 1 | -9 | 3
O=C(CNC(=O)c1cc(Cl)nc2ccccc12)Nc1ccccc1Br | 1 | -3 | 6 | 2 | 3 | -1 | 3 | -2
COC(=O)c1ccc([C@H]2CC(=O)O2)cc1 | -10 | -6 | -18 | 3 | -4 | -1 | 7 | -5
CC(C)CN(CC(C)C)C(=O)CN1C(=O)NC2(CCc3ccccc3C2)C1=O (stereo not given) | -5 | -6 | 1 | -1 | 32 | -5 | 14 | 5
Cc1noc(C)c1NC(=O)Nc1ccc2c(c1)C(=O)N([C@H](C)CO)C[C@H](C)[C@@H](CN(C)S(C)(=O)=O)OCCCC[C@@H](C)O2 | 17 | 7 | 19 | x | x | -2 | -14 | 0
CCCN(C)C[C@H]1Oc2ncc(C#Cc3ccccc3OC)cc2C(=O)N([C@H](C)CO)C[C@H]1C | 2 | -2 | -6 | -4 | 1 | 1 | -14 | 3
CN(Cc1ccccc1)C(=O)Cn1c(=O)oc2cc(S(=O)(=O)N3CCCC3)ccc21 | -29 | 5 | 4 | 0 | 22 | 4 | 1 | -3
N#Cc1c(N)nc2c(c1-c1ccccc1)CCC2 | 5 | -4 | x | 0 | -26 | -3 | -28 | x
CC(C)Cc1ccc(CN2CCCC(NC(=O)c3cnc4ccccn4c3=O)C2)cc1 (stereo not given) | 10 | -10 | -6 | x | -1 | -1 | x | 1
Cc1ccccc1S(=O)(=O)N1[C@H](C#N)[C@H](c2ccc(-c3ccc(F)cc3)cc2)[C@H]1CO | -15 | -16 | -12 | 8 | -5 | -3 | -15 | 0
COc1cccc(C2=CC(c3ccc(OC)c(OC)c3)NC(=S)N2)c1 (stereo not given) | x | -2 | x | 5 | -3 | 0 | 8 | x
Cc1nn(C)cc1NC(=O)C[C@H]1CC[C@H]2[C@@H](COc3ccc(NC(=O)Nc4cccc(Cl)c4)cc3C(=O)N2C)O1 | 2 | 8 | 2 | 5 | 12 | 1 | -3 | 0
C[C@@H]1CN([C@@H](C)CO)S(=O)(=O)c2ccc(C#CC(C)(C)O)cc2O[C@@H]1CN(C)Cc1ccc(F)cc1 | 33 | 4 | -18 | -2 | 0 | 0 | 5 | 0

3 compounds out of the list, ordered by SMILES length, lowest first:
SMILES | LGR2 inh | S100A4 inh HTS | PGC1a acetyl inh | FN deposit inh | PAX8 reporter | ERAP1 HTS inh | EWS-Fli block | PglD inh
N#Cc1c(N)nc2c(c1-c1ccccc1)CCC2 | 5 | -4 | x | 0 | -26 | -3 | -28 | x
COc1cccc(C2=CC(c3ccc(OC)c(OC)c3)NC(=S)N2)c1 (stereo not given) | x | -2 | x | 5 | -3 | 0 | 8 | x
Cc1nn(C)cc1NC(=O)C[C@H]1CC[C@H]2[C@@H](COc3ccc(NC(=O)Nc4cccc(Cl)c4)cc3C(=O)N2C)O1 | 2 | 8 | 2 | 5 | 12 | 1 | -3 | 0

Continued.
SMILES | LGR2 inh | S100A4 inh HTS | PGC1a acetyl inh | FN deposit inh | PAX8 reporter | ERAP1 HTS inh | EWS-Fli block | PglD inh
CCOC(=O)c1nn(-c2ccc(OCC)cc2)c2nc(CC(C)C)c(C#N)c(=O)n12 | x | x | 8 | 7 | 14 | x | x | 0
CCc1ccc2c(c1)NC(=O)C2(C)Cc1ccccc1 (stereo not given) | -15 | -3 | x | 8 | -11 | -1 | -4 | 1
Cc1ccc(/C=C/C(=O)N2CCN(S(=O)(=O)/C=C/c3ccccc3)CC2)o1 | -3 | -1 | x | 7 | 8 | 0 | 4 | x
COc1cc2c(=O)c(-c3ccc(O)cc3)coc2cc1OC1OC(CO)C(O)C(O)C1O (stereo not given) | -2 | -5 | 13 | -15 | -16 | -13 | -5 | -3
O=C(C[C@H]1CC[C@H](NC(=O)c2ccccc2)[C@@H](CO)O1)Nc1ccc(-c2ccccc2)cc1 | 9 | 0 | 5 | -29 | 5 | 0 | -19 | -1
O=c1c2cc(Br)ccc2nc(-c2ccccc2)n1O | 5 | 0 | x | 16 | -2 | -5 | 8 | -1
N=C(N=C(N)N)N1CCc2ccccc21 | -28 | 7 | 1 | 9 | -12 | 3 | -10 | -9
CC(C)c1ccc(C2NC(C(=O)O)CS2)cc1 (stereo not given) | 3 | 7 | x | x | x | 6 | x | 4
CCOc1ccc(Cl)cc1C(c1c(C)[nH][nH]c1=O)c1c(C)[nH][nH]c1=O | 1 | -3 | 1 | -4 | 14 | -3 | -6 | -5
CCCN1C2CCCC1CC(NC(=O)NC1CCCCC1)C2 (stereo not given) | x | x | 2 | 5 | -21 | x | x | -2
COc1ccc(NC(=O)c2cc(-c3cc(Cl)ccc3OC)n[nH]2)c(C)c1 | 7 | -2 | -2 | -3 | 21 | 2 | 1 | -1
O=C(C[C@H]1C[C@H]2c3cc(NC(=O)NC4CCCC4)ccc3O[C@H]2[C@H](CO)O1)NCc1ccc2c(c1)OCO2 | 1 | 1 | 11 | x | -11 | 2 | -2 | 4
COc1ccccc1NC(=O)C/C(C)=N/NC(=O)COc1c(Br)cc(Br)cc1OC | 2 | 0 | x | 0 | -4 | -2 | 2 | x
COc1ccc(OCC(=O)NS(=O)(=O)c2ccc(Cl)cc2)cc1 | 3 | -4 | x | 1 | -9 | -2 | 1 | -1
CCN(Cc1ccc(OC)c(F)c1)C(C)C(=O)Nc1ccc(S(=O)(=O)N2CCCC2)cc1 (stereo not given) | -16 | 0 | -25 | -1 | 33 | -5 | 10 | x
COC(=O)C1(C(=O)OC)c2ccccc2N(S(=O)(=O)c2ccc(C)cc2)C1CC(=O)c1ccccc1 (stereo not given) | -1 | -2 | x | 1 | 12 | -1 | -6 | x
O=C(CCCc1nc(-c2ccccc2)no1)NC1CCCCC1 | -7 | -2 | x | 0 | 9 | 2 | -11 | 1
C[C@@H](O)C#Cc1ccc([C@H]2[C@H](CO)N3CCCCN(S(=O)(=O)Cc4ccccc4)C[C@@H]23)cc1 | 6 | -3 | 1 | x | 3 | 4 | -9 | -8
CO[C@@H]1CN(C)C(=O)c2ccc(NC(=O)c3ccccc3)cc2OC[C@@H](C)N(C(C)=O)C[C@@H]1C | 3 | -8 | 6 | 14 | -11 | 3 | x | x
COc1ccc(NC(=O)Nc2cccc3c2O[C@H](CN(C)S(=O)(=O)c2ccc(OC)cc2)[C@@H](C)CN([C@H](C)CO)C3=O)cc1 | -17&10 | -6&2 | 6&3 | x | -2&4 | -2&-1 | 0&4 | 2&0
C[C@H](CO)N1C[C@H](C)[C@H](CN(C)C)Oc2ncc(-c3cccc(C#N)c3)cc2C1=O | 13 | 15 | 6 | -2 | x | 2 | -2 | 2
Cc1ccc(NC(=O)Cn2cccc2)cc1 | x | -1 | 8 | 7 | -8 | -1 | -10 | x
CCOc1ccc(N2C(=O)Nc3ccccc3C2(O)C(=O)NCc2ccc(C)cc2)cc1 (stereo not given) | 17 | -6 | x | -1 | 2 | 6 | 5 | x
COCC(=O)Nc1ncc(S(=O)(=O)c2ccc([N+](=O)[O-])cc2)s1 | -1 | 1 | -4 | 6 | 5 | -2 | 5 | x
COc1ccc(NC(=O)N(C)C[C@@H]2Oc3ccc(NC(=O)Nc4ccc(F)cc4)cc3CC(=O)N([C@H](C)CO)C[C@@H]2C)cc1 | 14 | 12 | -3 | x | x | 4 | 8 | 2
O=C(NCC[C@@H]1CC[C@@H](NC(=O)Nc2cc(F)ccc2F)[C@@H](CO)O1)Nc1ccc(Cl)cc1 | -25 | -18 | -2 | -11 | -46 | 3 | -35 | 2
C[C@@H]1CCCCO[C@H](CN(C)C)[C@H](C)CN([C@H](C)CO)C(=O)c2cc(NC(=O)C3CCCCC3)ccc2O1 | -3 | -1 | -2 | x | -9 | 2 | 3 | 1
C[C@@H]1CN([C@@H](C)CO)C(=O)Cc2cc(NC(=O)CCN3CCOCC3)ccc2O[C@H]1CN(C)C(=O)Nc1ccc2c(c1)OCO2 | -38 | 2 | 3 | x | -15 | -1 | -9 | -1
CCC(=O)Nc1ccc2c(c1)OC[C@@H](C)N(Cc1cccc(F)c1)C[C@H](C)[C@@H](OC)CN(C)C2=O | 2 | 8 | -21 | 4 | 9 | -3 | 2 | -5

Compound activity from PubChem BioAssay.
